# Bioassay records (PubChem BioAssay)
# CCT modulator: cytosolic chaperonin activity modulation; purified chaperonin ATPase assay, HTRF ADP detection, 30 min; activity change, % (test concentration not listed), hits read low; 360,000 tested, 0.3% active; AID 651819; in the data active = activity change below about -30%; note: % is set by controls: 0 for no effect and ±100 for the full control effect
#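 TRiC at 40 or 20 nM final (batch-dependent) in 30 mM Tris pH 7.4, 100 mM KCl, 5 mM MgCl2, 1 mM DTT, with compound at single 76 uM and 10 uM ATP, 30 min at 37 deg C. ADP detected by HTRF Transcreener, 665/615 ratio.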
# Nrf2 inh: Nrf2 pathway inhibition. 360,000 tested, 2.1% active. A549 ARE-Fluc reporter, luciferase luminescence, 18-24 h. AID 504444. Potency, µM (doses to about 46 µM), for the others: at the top dose activity change, negative = inhibition, most hits filed as inhibitors; note: potency is the fitted concentration of half-maximal effect; % is set by controls: 0 for no effect and ±100 for the full control effect; nearly all actives have a fitted effect of over 60% in size
#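 Two sequential reads on A549 ARE_Fluc cells exposed to compound for 18-24 h: a CellTiter-Fluor fluorescence read for viability, then a luciferase luminescence read for Nrf2/ARE activity.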
# Abeta yeast res: restores growth of yeast expressing A-beta42 peptide | yeast expressing A-beta42, growth rescue, OD600, 48 h; response scale: 0% DMSO, 100% iron-clioquinol control | Potency, µM (top dose mostly 46.1 µM), inactives show at the top dose growth rescue, most hits filed as activators | 410,000 tested, 0.063% active | AID 1347071; note: potency is the fitted concentration of half-maximal effect; nearly all actives have a fitted effect of over 55% in size
#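 Yeast A-beta toxicity model in growth medium with pinned compounds, 48 h at 30 C; growth read as absorbance at 600 nm. Normalized to FeCl3/clioquinol equimolar mix (positive) and DMSO (negative).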
# TGFb SMAD3 inh: TGF-b pathway inhibition; HepG2 CAGA-GFP TGF-b/SMAD3 reporter, GFP fluorescence, 18 h; TGF-beta stimulated, 500 pg/mL final; Potency, µM (doses to about 46.1 µM), for inactives: at the highest dose activity, negative = inhibition, most hits filed as inhibitors; 410,000 tested, 1.2% active; AID 588855; note: potency is the fitted concentration of half-maximal effect; % is set by controls: 0 for no effect and ±100 for the full control effect; nearly all actives have a fitted effect of over 65% in size
#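 Inhibition was scored as loss of TGF-beta-induced (500 pg/mL final, 18 hours, 37 degrees C) GFP in HEPG2 cells carrying a CAGA-GFP reporter, in DMEM with 1% FBS. Well GFP was summed per cell; Activity was normalised to unstimulated and stimulated DMSO wells, then concentration-response fitting.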
# HepG2 viability: HepG2 cytotoxicity, counter-screen for TGF-b inhibitors | AID 588856 | HepG2 CAGA-GFP viability, ATP luminescence, 18 h | 410,000 tested, 0.76% active | Potency, µM (highest dose often 46.1 µM), without a hit: at the highest dose activity change, negative = cytotoxicity, hits mostly cytotoxic; note: potency is the fitted concentration of half-maximal effect; some results filed as inactive show a strong effect at the top dose
#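 HepG2 CAGA-GFP cells (1000/well, DMEM with 1% FBS) received compound, then TGF-beta at 500 pg/mL final, and were incubated 18 hours at 37 degrees C. Viability was read by CellTiter-Glo luminescence. Media-only wells were set as complete cell-killing and DMSO as no toxicity.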
# A549 viability: A549 cytotoxicity, counter-screen for Nrf2 inhibitors. 390,000 tested, 0.16% active. AID 504648. A549 ARE-Fluc cells, CellTiter-Fluor viability, 18-24 h. Potency, µM (highest dose often 46 µM), for inactives: at the highest dose activity change, negative = cytotoxicity, most hits filed as inhibitors; note: potency is the fitted concentration of half-maximal effect; % is set by controls: 0 for no effect and ±100 for the full control effect
#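 A549 ARE_Fluc cells in 5% FBS OPTI-MEM were exposed to compounds in concentration-response for 18-24 h at 37 deg C. Viability was read by CellTiter-Fluor fluorescence (Ex 405/Em 525) after 30 min, before the luciferase read.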
# Nrf2 activator: Nrf2 pathway activation | Potency, µM (highest dose often 46.1 µM), for the others: at the highest dose activation, hits mostly activators | 410,000 tested, 0.31% active | AREc32 ARE-luciferase reporter (MCF7-derived line), luminescence, 24 h; note: potency is the fitted concentration of half-maximal effect; % of control where 0% means no effect; nearly all actives have a fitted effect of over 65% in size
#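 Luciferase luminescence (Steady-Glo, 30 min at room temperature) served as the read-out of ARE activation in AREc32 cells treated with compounds for 24 hr at 37 deg C.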
# pAkt inh: Akt phosphorylation inhibition; Neuro2A IGF-stimulated pAkt S473 HTRF, 20 min; hits give low values; activity change, % for hits at 50 µM; 360,000 tested, 0.32% active; in the data active = activity change below about -80%; inconclusive = mostly about -51% to -80%; note: % is set by controls: 0 for no effect and ±100 for the full control effect
#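 Neuro2A cells (4,500/well, DMEM with 0.5% FBS) were treated with compound at a single 50 µM final concentration, stimulated with 6 nM IGF for 20 min at 37 °C, and lysed. Phospho-Akt Ser473 was read by HTRF as 665/615 ratio ×10^4.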
# MmCpn inh: inhibitors of Methanococcus maripaludis chaperonin (MmCpn). 330,000 tested, 0.031% active. Potency, µM (top dose mostly 76.9 µM), without a hit: top-dose activity, negative = inhibition, most hits filed as inhibitors. purified Mm-Cpn ATPase, ADP Transcreener TR-FRET; note: potency is the fitted concentration of half-maximal effect; % is set by controls: 0 for no effect and ±100 for the full control effect; nearly all actives have a fitted effect of over 80% in size
#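 Measured: ADP formation by purified Mm-CPN. Conditions: 25 nM protein, 10 uM ATP, Tris pH 7.4 with Mg2+, K+ and DTT, 37°C for 30 min. Detection: Transcreener HTRF after 30 min at room temperature.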
# * = called active by the depositor; i = inactive; u = inconclusive; x = no result given; & = joins results of further samples; [ ] = another dose, or the depositor's remark. Unless noted, calls come from the whole dose curve; as a rule, active = well fitted curve in the direction sought with a large enough effect; inconclusive = small, poorly fitted or top-dose-only effect, or another doubt; inactive = no such curve, though single readings can be large; an effect the other way counts as inactive or inconclusive.
SMILES,CCT modulator,Nrf2 inh,Abeta yeast res,TGFb SMAD3 inh,HepG2 viability,A549 viability,Nrf2 activator,pAkt inh,MmCpn inh
CCOC(=O)N1CC=C2C(C#N)=C(N)C(C#N)(C#N)[C@H](c3cccs3)C2C1 (stereo partly drawn),0.7,-12%,-8%,24%,-15%,-1%,14%,i,1%
COc1cccc(-c2ccc3c(c2)O[C@H](CN(C)C(=O)c2ccccc2F)[C@H](C)CN([C@H](C)CO)S3(=O)=O)c1,-3.5,x,-8%,-7%,3%,x,-0.8%,i,x
Cc1ccc(NC(=O)COC(=O)CCc2ccc(S(=O)(=O)N3CCOCC3)cc2)c(C)c1,-1.3,9%,9%,0%,-1%,1%,0.2%,i,-2%
COc1ccccc1CNC(=O)c1oc2c(c1C)-c1nn(Cc3ccc(Cl)cc3)cc1CC2,x,-2%,-6%,0%,-30%,11%,-0.3%,x,x
Cc1ccc(C(=O)N2CCCC2)cc1S(=O)(=O)N1CCCCC1,1.8,-8%,3%,-21%,-4%,0%,0.8%,i,3%
CC1CCN(c2ccc3nnc(CCC(=O)N4CCCCC4)n3n2)CC1,-1.8,-11%,3%,-15%,-10%,1%,-0.7%,i,1%
CCn1c(SCC(=O)Nc2ccc(C)cc2)nc2nc3c(cc2c1=O)CCCC3,-2.6,-16%,5%,-2%,-17%,-18%,0.4%,i,-9%
O=C(NCc1ccc(Cl)cc1)c1ccc(S(=O)(=O)N2CCCCC2)cc1,-1.1,-10%,-22%,0%,-13%,2%,0.2%,i,1%
CCOc1ccc(S(=O)(=O)NCCCN2CCOCC2)cc1,-1.2,-11%,2%,-2%,3%,19%,0.2%,i,x
Fc1ccc2nc(-c3ccccc3)ccc2c1,-2.1,x,-16%,-13%,-12%,x,26%,i,x

# Ordered by count of non-hydrogen atoms (largest number first): some entries from above
SMILES,CCT modulator,Nrf2 inh,Abeta yeast res,TGFb SMAD3 inh,HepG2 viability,A549 viability,Nrf2 activator,pAkt inh,MmCpn inh
COc1ccccc1CNC(=O)c1oc2c(c1C)-c1nn(Cc3ccc(Cl)cc3)cc1CC2,x,-2%,-6%,0%,-30%,11%,-0.3%,x,x
Cc1ccc(C(=O)N2CCCC2)cc1S(=O)(=O)N1CCCCC1,1.8,-8%,3%,-21%,-4%,0%,0.8%,i,3%
Fc1ccc2nc(-c3ccccc3)ccc2c1,-2.1,x,-16%,-13%,-12%,x,26%,i,x

# Continuation:
SMILES,CCT modulator,Nrf2 inh,Abeta yeast res,TGFb SMAD3 inh,HepG2 viability,A549 viability,Nrf2 activator,pAkt inh,MmCpn inh
CC(C)(C)c1ccc(-c2noc(CCC(=O)Nc3cccc(Cl)c3)n2)cc1,x,0.15µM*,-7%,-8%,-16%,1%,-3.4%,x,x
CCc1ccccc1NC(=O)Cn1nnc(-c2nc(-c3ccncc3)no2)c1N,x,14%,3%,x,-2%,0%,0.2%,x,x
COc1ccccc1-c1noc(CCC(=O)N2CCN(c3cc(C)ccc3C)CC2)n1,0.1,4.6µM*,15%,u,4%,u,3.6%,i,2%
COc1ccc(N2CCN(C(=O)Cc3ccc(S(=O)(=O)N4CCOCC4)s3)CC2)cc1,3.2,u,-2%,9%,-8%,1%,-0.6%,i,-1%
O=C(NCC1CCCO1)C1CCCN(S(=O)(=O)c2cccc(C(F)(F)F)c2)C1 (stereo not drawn),1.7,0%,4%,23%,16%,-1%,0.3%,i,0%
CCOC(=O)c1ccc(NC(=O)CN2C(=O)C3C4C=CC(C4)C3C2=O)cc1 (stereo not drawn),-1.3,2%,0%,-5%,2%,-4%,0.2%,i,-4%
CCn1c(CNC(=O)c2ccccc2F)nnc1SCC(=O)NC1CCCCC1C (stereo not drawn),-1.6,-7%,0%,28%,-2%,-4%,-2.2%,i,1%
COc1ccc(C(=O)COC(=O)CSCc2c(C)noc2C)cc1OC,-2.1,9%,-8%,24%,-9%,-3%,0.2%,i,1%
O=C(c1ccc(N2CCCC2=O)cc1)N1CCN(c2ccccc2)CC1,-2.8,-16%,-2%,-12%,-22%,2%,-0.2%,i,0%
CCCCN=C(NNc1ccc(Br)cc1)C(=O)OCC,0.1,2%,-39%[inhibitor],-13%,-8%,7%,3.4%,i,0%
CCN(CCCNC(=O)Cn1ncc2c([nH]c3ccc(C)cc32)c1=O)Cc1ccccc1,0.6,u,0%&-6%,-4%&-1%,-16%&-4%,-5%&0%,-0.5%&-0.7%,i,-3%
C=CCN(CC=C)c1nc2ccccc2nc1C(C#N)C(=O)OC(C)C (stereo not drawn),0.3,x,-15%,u,7%,-2%,14%,i,-2%
OCCC1CN(Cc2ccccc2OC2CCCC2)CCN1Cc1ccsc1 (stereo not drawn),1.3,9%,8%,u,-35%,-6%,-0.5%,i,4%
Nc1ccc2c(c1)Cc1c(F)cccc1-2,-1.2,u,-5%,45%[activator],14%,1%,10µM*,i,x
CCc1ccccc1NC(=O)CSc1nc2ncccc2o1,x,x,-4%,-3%,-13%,5%,0.1%,x,x
Cc1cccc(OCc2n[nH]c(=S)o2)c1,0.2,3%,28%,5%,-17%,6%,0.2%,i,-2%
CCOc1cc(C(=O)NCc2ccc3c(c2)CCN3C(=O)c2ccc(F)cc2)cc(OCC)c1OCC,x,x,-2%,0%,-25%,0%,-0.7%,x,x
Cc1ccc(OCC(=O)Nc2ccc(C(N)=O)cc2)cc1,-3.7,6%,-6%,12%,7%,3%,-0.2%,i,1%
CCCNC(=O)CN1C(=O)COc2ccc(S(=O)(=O)N3CC(C)CC(C)C3)cc21 (stereo not drawn),-46*,3%,3%,-25%,-2%,-3%,0.1%,i,-1%
Fc1ccc(CSc2nnc(-c3cccs3)o2)cc1,1.1,0%,-16%,0%,5%,2%,4.3%,i,0%
CCS(=O)(=O)N1CCC(C(=O)NCCc2ccc(C)cc2)CC1,1.5,2%,29%,2%,3%,-6%,-0.2%,i,2%
NC(Cc1c[nH]c2ccc(OCc3ccccc3)cc12)C(=O)O (stereo not drawn),1.0,18%,-5%,-1%,3%,-2%,3.7%,i,2%
Cc1cccc(OCCCC(=O)O)c1,-3.9,x,4%[9.22 µM],-2%,-8%,-1%,-0.7%,i,2%
CCOC(=O)c1sc2nc(CC(=O)OC)nc(NCc3ccco3)c2c1C,0.5,26%,-4%,-22%,7%,-4%,4.1%,i,-9%
CN1CCN(/C(=N\O)c2nonc2N)CC1,-0.5,7%,10%,-5%,0%,-4%,-0.2%,i,1%
CCN(CC)S(=O)(=O)c1cc(NS(=O)(=O)c2ccc(Cl)c(C(=O)O)c2)ccc1C,-2.3,-21%,13%,-19%,-13%,-6%,0.1%,i,2%
Cc1cccc(N(CC(=O)NC2CCCC2)C(=O)CNC(=O)c2ccco2)c1C,0.0,1%,1%,16%,3%,-21%,0.6%,i,-3%
CCOc1ccc(CCN2C(=S)N([C@@H](Cc3ccc(O)cc3)CN3CCC[C@@H]3CN3C(=S)NC[C@@H]3Cc3ccc(O)cc3)C[C@@H]2Cc2ccc(O)cc2)cc1,-0.1,x,-8%,x,x,x,-1.3%,i,x
COC(=O)c1c(-c2ccccc2)csc1NC(=O)C1CC=CCC1C(=O)O (stereo not drawn),4.0,u,-9%,9%,3%,-1%,-0.1%,i,-15%
CCOc1ccc(NCc2cccn2-c2nnc(N3CCC(C(=O)NCCc4ccc(OCC)c(OCC)c4)CC3)s2)cc1,x,u,2%,x,-35%,u,0.4%,x,x

# Structures shown so far with fluorine (7):
SMILES,CCT modulator,Nrf2 inh,Abeta yeast res,TGFb SMAD3 inh,HepG2 viability,A549 viability,Nrf2 activator,pAkt inh,MmCpn inh
COc1cccc(-c2ccc3c(c2)O[C@H](CN(C)C(=O)c2ccccc2F)[C@H](C)CN([C@H](C)CO)S3(=O)=O)c1,-3.5,x,-8%,-7%,3%,x,-0.8%,i,x
Fc1ccc2nc(-c3ccccc3)ccc2c1,-2.1,x,-16%,-13%,-12%,x,26%,i,x
O=C(NCC1CCCO1)C1CCCN(S(=O)(=O)c2cccc(C(F)(F)F)c2)C1 (stereo not drawn),1.7,0%,4%,23%,16%,-1%,0.3%,i,0%
CCn1c(CNC(=O)c2ccccc2F)nnc1SCC(=O)NC1CCCCC1C (stereo not drawn),-1.6,-7%,0%,28%,-2%,-4%,-2.2%,i,1%
Nc1ccc2c(c1)Cc1c(F)cccc1-2,-1.2,u,-5%,45%[activator],14%,1%,10µM*,i,x
CCOc1cc(C(=O)NCc2ccc3c(c2)CCN3C(=O)c2ccc(F)cc2)cc(OCC)c1OCC,x,x,-2%,0%,-25%,0%,-0.7%,x,x
Fc1ccc(CSc2nnc(-c3cccs3)o2)cc1,1.1,0%,-16%,0%,5%,2%,4.3%,i,0%
